MOR-DOR ag = OPRM1-OPRD1 heterodimerization agonism; activation, % at 9.3 µM; actives 0.3% (n = 340,000); cells, luminescence; P35372+P41143; in the data active = activation above about 18%;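 note: 0% = vehicle-treated cells and 100% = reference agonist; values of inactives mirror those of a sister screen read the other way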
Mot1-301 SUMO = SUMOylation pathway inhibition by Mot1-301 growth rescue; S. cerevisiae Mot1-301 growth rescue, ATP luminescence, 38.5C; percent above DMSO median, 100 means doubled; actives 1% (n = 320,000); AID 2716; growth rescue, % at 18.8 µM;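 active = every valid replicate shows activation above 250% relative to neutral control wells; inactive = the rest, any valid replicate at or below 250%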;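 note: OY570 slx delta 5 strain wells were the positive control but not used for scaling; some compounds called inactive have numbers as strong as hits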
PKA-R2B activ = PKA-R2B complex activation; P22694+P31323; PKA-R2B holoenzyme dissociation, Cy5-IP20 fluorescence polarization; R2B truncated from residue 108, S112A mutant; 0% DMSO only, 100% 113 µM cGMP; activation, % at 11.4 µM; actives 0.079% (n = 340,000); AID 504700;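 active = activation above a cutoff set at the mean over all compounds plus 3 SD, cut at about 18% in these data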;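 note: higher means more holoenzyme dissociation and a rise in polarization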
Target sequence (P31323 whole entry, looked up, other chains not shown, the tested form may be a part): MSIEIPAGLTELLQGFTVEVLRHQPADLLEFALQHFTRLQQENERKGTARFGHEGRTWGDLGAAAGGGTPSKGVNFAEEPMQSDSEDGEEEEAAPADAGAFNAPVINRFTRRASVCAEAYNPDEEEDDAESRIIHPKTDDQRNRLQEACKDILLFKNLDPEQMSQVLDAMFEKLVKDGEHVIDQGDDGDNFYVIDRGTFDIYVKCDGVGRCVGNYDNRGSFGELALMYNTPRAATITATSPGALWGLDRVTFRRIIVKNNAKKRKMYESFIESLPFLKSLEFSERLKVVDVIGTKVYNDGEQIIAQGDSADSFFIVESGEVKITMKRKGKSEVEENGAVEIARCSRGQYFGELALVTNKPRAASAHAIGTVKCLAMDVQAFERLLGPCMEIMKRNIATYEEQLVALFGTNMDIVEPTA
phage Ecoli inh = E. coli growth loss with phage present | inhibition, % at 11.9 µM | actives 0.26% (n = 360,000) | growth absorbance | AID 651602; in the data active = inhibition above about 11%
Tat export inh = E. coli Tat transport inhibition. E. coli MC4100 TorA-mCherry Tat export, fluorescence. inhibition, % at 10 µM. actives 0.036% (n = 340,000);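 active = mean replicate inhibition at least 50% and at least half of replicates individually reaching 50%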;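 note: exported cargo escapes ClpAP degradation while cytoplasmic cargo is degraded and loses fluorescence; 0% = median of neutral control wells and 100% = median of NaSCN control wells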
OPRM1-OPRD1 inv = inverse agonists of human mu-delta opioid receptor heterodimerization | P35372+P41143 | cell-based MOR-DOR heterodimer luminescence, inverse agonism | inhibition, % at 9.3 µM | actives 0.21% (n = 340,000); in the data active = inhibition above about 22%, passing the limit was not always enough;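 note: 0% = cells with DMSO and 100% = wells without cells with DMSO; values of inactives mirror those of a sister screen read the other way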
AddAB inh = less growth of phage-infected E. coli with AddAB; E. coli expressing H. pylori AddAB, absorbance growth; inhibition, % at 11.9 µM; actives 0.29% (n = 330,000); in the data active = inhibition above about 12%;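 note: 0% = vehicle wells of infected cells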
PKA-R1A activ = activates the PKA-R1A holoenzyme complex; P00514+P68181; PKA-R1A dissociation, Cy5-IP20 fluorescence polarization; scaled: DMSO 0%, 113 µM cGMP 100%; activation, % at 11.4 µM; actives 0.083% (n = 340,000);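 active = percent activation above the mean of all tested compounds plus 3 SD, cut at about 19% in these data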;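 note: higher means more PKAc released from R1A so a rise in polarization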
HTR5A inv ag = HTR5A inverse agonism, opioid heterodimer counter-screen; P47898; HTR5A cell line, luminescence; inhibition, % at 9.3 µM; actives 0.083% (n = 340,000); in the data active = inhibition mostly above about 23%, no sharp cut-off; inactive = mostly below about 18%;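 note: 0% = cells with DMSO and 100% = no-cell wells with DMSO; some compounds called inactive have numbers as strong as hits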
Target sequence (P47898 whole entry, looked up): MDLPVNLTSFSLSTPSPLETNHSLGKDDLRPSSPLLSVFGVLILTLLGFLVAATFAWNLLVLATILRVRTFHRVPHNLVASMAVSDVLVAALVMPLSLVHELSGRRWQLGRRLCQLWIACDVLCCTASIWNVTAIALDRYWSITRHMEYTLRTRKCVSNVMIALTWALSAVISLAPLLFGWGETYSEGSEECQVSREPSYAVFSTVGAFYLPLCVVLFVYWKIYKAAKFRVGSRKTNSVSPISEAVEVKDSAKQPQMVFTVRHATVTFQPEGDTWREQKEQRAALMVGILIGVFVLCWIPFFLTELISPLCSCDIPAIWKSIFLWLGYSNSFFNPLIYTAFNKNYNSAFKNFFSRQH
E coli growth = bacterial growth inhibition, counter-screen for AddAB inhibitors | inhibition, % at 11.9 µM | E. coli V3065 growth, OD600 absorbance, 18 h | AID 449728 | actives 0.27% (n = 330,000);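 active = inhibition above the campaign's mean inhibition across all tested compounds plus 3 SD, cut at about 9.9% in these data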;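 note: uninfected addAB+ strain grown without phage in ampicillin broth; 0% = DMSO wells and 100% = ciprofloxacin 0.95 µg/ml wells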
PfHsp90 set2 = reduces growth (ATP signal) of yeast expressing P. falciparum Hsp90; S. cerevisiae expressing PfHsp90, BacTiter-Glo ATP, 48 h; yeast lacking PDR1 and PDR3 efflux regulators; inhibition, % at 9.4 µM; actives 0.32% (n = 310,000); AID 504621;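 active = every replicate shows inhibition above about 80%, whatever the replicate mean, limit read from the data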;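 note: 0% = DMSO neutral controls and 100% = 20 µM radicicol positive controls; yeast relying on Plasmodium falciparum Hsp90 in place of its own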
Numbers without * were called inactive; / = no result given. Hits appear at their usual frequency (roughly 2.2% active in at least one column).

compound,MOR-DOR ag,Mot1-301 SUMO,PKA-R2B activ,phage Ecoli inh,Tat export inh,OPRM1-OPRD1 inv,AddAB inh,PKA-R1A activ,HTR5A inv ag,E coli growth,PfHsp90 set2
Cc1ccccc1S(=O)Cc1ccc(C(=O)NC2CCN(Cc3ccccc3)CC2)o1 (stereo not given),-0.1,-10.5,3.4,-2.0,4.9,0.7,3.2,-9.0,-0.3,-1.0,-10.3
CCOC(=O)c1[nH]c2ccc(Br)cc2c1NC(=O)CCN1CCOCC1,-0.9,413.1*,12.8,-1.7,-11.5,4.4,1.3,2.0,-27.4,-0.3,-6.8
CCc1nc(NCCO)c(C#N)c2c1CCCC2,-2.8,-12.4,-13.2,0.2,16.6,15.0,0.3,-1.8,0.3,-1.5,-45.3
CCOC(=O)CNc1nc(-c2ccncc2)nc2ccccc12,-0.8,50.6,-1.9,1.4,-7.2,4.9,0.9,3.9,-7.8,-1.5,6.6
COc1cccc(-n2c(C)c(C(C)=O)c(C(C)=O)c2C)c1,-2.4,7.6,-3.6,0.3,-0.7,12.8,-0.1,1.7,10.4,0.8,2.1
CCn1cc(C(=O)O)c(=O)c2cc(F)c(N3CCN(C(=S)NC(=O)c4c(OC)cccc4OC)CC3)cc21,-3.2,5.8,-13.1,99.0*,25.9,20.8,98.9*,-8.9,7.4,98.4*,0.8
CNC(=S)NCCCc1ccccc1,-2.1,9.3,3.0,2.2,-8.0,10.5,0.1,-5.5,31.6,-1.4,-40.8
O=C(/C=C/N1CCOCC1)c1cc2ccccc2o1,-3.4,-1.3,12.2,-1.6,2.4,16.9,0.6,-7.8,11.4,-1.3,4.1
FC(F)(F)c1cccc(Cc2noc(CN3CCC(c4ccncc4)CC3)n2)c1,4.2,10.6,-5.9,3.8,3.2,-21.5,1.3,-0.5,-3.2,2.2,-5.2
c1cncc(Oc2cccc(Oc3cccnc3)c2)c1,-1.6,-16.1,12.6,-0.4,-7.3,9.2,2.9,-9.7,6.3,1.7,-14.6
O=C(CC(=O)N/N=C/c1ccccc1O)NCc1cccnc1,-4.3,246.3,-1.2,0.2,-0.3,21.9,-1.8,-1.6,5.4,-3.4,-8.8
O=C(/C=C/c1ccc2c(c1)OCO2)Nc1c(C(=O)O)[nH]c2ccccc12,-2.7,1.2,-8.5,2.7,-17.6,14.6,2.1,-8.2,12.3,-0.3,-28.0
Cc1ccc(C(=O)N/C(=C/c2ccc(-c3cccc([N+](=O)[O-])c3)o2)C(=O)NC(C)(C)C)cc1,3.1,5.2,7.1,0.5,11.6,-21.4,2.5,0.2,-17.0,3.1,6.5
O=C(Nc1cccc(C(F)(F)F)c1)Oc1ccccc1N1CCOCC1,0.9,4.7,16.6,4.7,-4.4,-4.9,1.7,0.9,-13.9,-0.2,41.5
CCN(CC)C(=O)C(C)N(C#N)c1nc(Cl)nc(N(C)C)n1 (stereo not given),-2.9,-10.3,-10.5,2.6,11.3,15.0,-1.2,4.7,-1.4,-0.1,7.5
Cc1cccc(N2CCN(C(=O)N3CCCCC3)CC2)c1C,0.3,-21.0,10.1,0.8,9.7,-1.6,5.7,4.9,3.6,0.0,-105.5
CCOC(=O)c1c(C)[nH]c(C(=O)OCc2c(C)noc2C)c1C,-2.8,-6.0,5.5,1.8,-3.1,11.6,1.1,4.3,10.5,-0.6,-52.7
CC(C)(C)NC(=O)CSc1nc(-c2ccccc2)cc(=O)[nH]1,-0.6,-0.2,7.2,4.5,-5.0,2.9,-4.3,0.1,6.9,-4.8,8.6
CCN(C(=O)N(CC)c1ccccc1)c1ccccc1,-3.2,6.7,2.3,1.7,5.5,16.9,0.5,-11.0,0.0,-1.2,0.3
NC(=O)CSc1nc2cccnc2n1-c1ccc(F)cc1,-1.8,-12.5,7.1,3.1,-10.0,9.9,/,7.1,-2.0,/,-17.3
CCCCc1cc2c(s1)CCCC/C2=N/O,8.9,35.3,-4.7,3.5,8.2,-43.1,2.4,-12.6,-4.4,1.3,16.0
COc1cccc(CNC(=O)C(C(=O)NCc2cccc(OC)c2)c2ncc(C(F)(F)F)cc2Cl)c1,7.8,12.2,2.3,-1.0,-1.8,-40.0,-2.0,-6.4,-11.3,0.2,-11.6
Cc1ccc(OCCOC(=O)CN2C(=O)NC3(CCCC3)C2=O)cc1,0.3,12.9,-6.2,1.2,-1.2,-1.7,-0.2,-14.6,0.3,1.9,3.8

Shown as a hit in phage Ecoli inh, of those listed so far:
smiles	MOR-DOR ag	Mot1-301 SUMO	PKA-R2B activ	phage Ecoli inh	Tat export inh	OPRM1-OPRD1 inv	AddAB inh	PKA-R1A activ	PfHsp90 set2
CCn1cc(C(=O)O)c(=O)c2cc(F)c(N3CCN(C(=S)NC(=O)c4c(OC)cccc4OC)CC3)cc21	-3.2	5.8	-13.1	99.0*	25.9	20.8	98.9*	-8.9	0.8

Arranged by heavy-atom count (high to low): some entries from above
compound,MOR-DOR ag,Mot1-301 SUMO,PKA-R2B activ,phage Ecoli inh,Tat export inh,OPRM1-OPRD1 inv,AddAB inh,PKA-R1A activ,HTR5A inv ag,E coli growth,PfHsp90 set2
O=C(/C=C/c1ccc2c(c1)OCO2)Nc1c(C(=O)O)[nH]c2ccccc12,-2.7,1.2,-8.5,2.7,-17.6,14.6,2.1,-8.2,12.3,-0.3,-28.0
CC(C)(C)NC(=O)CSc1nc(-c2ccccc2)cc(=O)[nH]1,-0.6,-0.2,7.2,4.5,-5.0,2.9,-4.3,0.1,6.9,-4.8,8.6
NC(=O)CSc1nc2cccnc2n1-c1ccc(F)cc1,-1.8,-12.5,7.1,3.1,-10.0,9.9,/,7.1,-2.0,/,-17.3
c1cncc(Oc2cccc(Oc3cccnc3)c2)c1,-1.6,-16.1,12.6,-0.4,-7.3,9.2,2.9,-9.7,6.3,1.7,-14.6
O=C(/C=C/N1CCOCC1)c1cc2ccccc2o1,-3.4,-1.3,12.2,-1.6,2.4,16.9,0.6,-7.8,11.4,-1.3,4.1

One compound at a time, from the list above. Values in the order: MOR-DOR ag, Mot1-301 SUMO, PKA-R2B activ, phage Ecoli inh, Tat export inh, OPRM1-OPRD1 inv, AddAB inh, PKA-R1A activ, HTR5A inv ag, E coli growth, PfHsp90 set2
O=C(CC(=O)N/N=C/c1ccccc1O)NCc1cccnc1 in the list: -4.3, 246.3, -1.2, 0.2, -0.3, 21.9, -1.8, -1.6, 5.4, -3.4, -8.8
O=C(Nc1cccc(C(F)(F)F)c1)Oc1ccccc1N1CCOCC1 in the list: 0.9, 4.7, 16.6, 4.7, -4.4, -4.9, 1.7, 0.9, -13.9, -0.2, 41.5

From PubChem
